KCNK9 block = blocks the human KCNK9 two-pore domain potassium channel | HEK293 KCNK9, FluxOR thallium flux fluorescence; active compounds read low | B-score at 10 µM | actives 1.2% (n = 310,000) | AID 488922;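 active means ratio B-score over 3 SD below the library mean, with starting fluorescence within 5 SD of its mean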;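 further: negative B-score means less thallium flux so channel inhibition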
Target sequence (Q9NPC2 whole entry, looked up, the tested form may be a part): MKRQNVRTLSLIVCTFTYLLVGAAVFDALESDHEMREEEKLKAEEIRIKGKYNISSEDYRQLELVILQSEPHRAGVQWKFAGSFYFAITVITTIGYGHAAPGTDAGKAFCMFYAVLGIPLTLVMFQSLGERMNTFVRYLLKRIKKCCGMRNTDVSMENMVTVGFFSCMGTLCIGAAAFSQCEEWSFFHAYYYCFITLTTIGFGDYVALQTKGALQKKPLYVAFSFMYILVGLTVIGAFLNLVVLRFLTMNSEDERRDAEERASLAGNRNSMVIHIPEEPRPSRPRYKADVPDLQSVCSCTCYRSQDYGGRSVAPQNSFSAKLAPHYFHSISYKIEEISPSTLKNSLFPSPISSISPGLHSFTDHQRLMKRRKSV
GSK3beta inhib = inhibitors of human GSK3beta kinase; AID 2097; GST-GSK3beta kinase, ADP-Glo luminescence, 60 min; active compounds read low; activity score (negative = inhibition), % at 10 µM; actives 0.038% (n = 300,000); P49841;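 active means more than half of replicate wells score below -50%, meaning over 50% inhibition versus plate controls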;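 further: 0% = median DMSO wells and -100% = median GW8510 positive control wells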
Target sequence (P49841 whole entry, looked up): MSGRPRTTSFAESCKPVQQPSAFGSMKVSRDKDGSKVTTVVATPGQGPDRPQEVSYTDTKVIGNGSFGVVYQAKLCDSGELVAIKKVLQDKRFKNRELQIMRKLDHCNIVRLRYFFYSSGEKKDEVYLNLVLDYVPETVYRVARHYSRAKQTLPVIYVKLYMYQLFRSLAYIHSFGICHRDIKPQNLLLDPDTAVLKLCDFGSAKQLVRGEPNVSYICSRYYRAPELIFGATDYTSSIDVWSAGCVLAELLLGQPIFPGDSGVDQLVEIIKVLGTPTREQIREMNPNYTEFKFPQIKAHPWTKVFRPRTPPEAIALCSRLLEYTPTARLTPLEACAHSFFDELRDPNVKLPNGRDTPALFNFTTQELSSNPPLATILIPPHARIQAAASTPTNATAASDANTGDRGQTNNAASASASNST
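Test system: GST-tagged human GSK3beta kinase, cell-free; evaluation: activity score scaled between in-plate DMSO and GW8510 controls; measured by: ADP-Glo luminescence; incubation: 60 min reaction, RT; benchmarks: DMSO and 20 µM GW8510; reagent: peptide substrate plus 25 µM ATP (final); medium: Tris/MgCl2 kinase buffer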
KCNQ1 act = potentiators or activators of human KCNQ1 potassium channel | P51787 | CHO-K1 KCNQ1, thallium flux FluxOR fluorescence; active compounds read high | B-score at 10 µM | actives 0.35% (n = 310,000) | AID 2648;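 active means fluorescence ratio B-score, a plate-corrected score, at least three library SD, with initial intensity B-score within 5 SD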
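assay system = KCNQ1-transfected CHO-K1 cells | medium = assay buffer with matched DMSO | probe or stimulus = depolarizing K+/Tl+ stimulus, K2SO4 and Tl2SO4 each 12.5 mM in 5x stock | dosing = single dose | incubation = dye 90 min, compound 20 min, room temperature | detection = kinetic FluxOR fluorescence, 10 s baseline plus 110 s post-stimulus | evaluation = ratio B score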
GSK3A inh = human GSK-3 alpha kinase inhibition. ADP-Glo luminescence, 60 min. inhibition, % at 10 µM. actives 0.1% (n = 320,000). AID 2650;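 in the data active means inhibition above about 50%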;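 further: GST-tagged GSK-3 alpha with peptide substrate and 25 µM ATP; 0% = DMSO neutral wells and 100% = GW8510 positive control wells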
KCNQ1 block = inhibitors of human KCNQ1 potassium channel; P51787; CHO-K1 KCNQ1, FluxOR thallium flux fluorescence; active compounds read high; B-score at 10 µM; actives 1.3% (n = 310,000); AID 2642;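 active means compounds whose thallium flux B-score, printed positive for inhibition, exceeds three library SD while starting fluorescence stays within three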;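 further: channel opened by potassium depolarization with thallium stimulus after 20 min compound exposure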
DYRK1A inh = Dyrk1A (rat) kinase inhibition | ADP-Glo luminescence, NFATc1 peptide | inhibition, % at 12.5 µM | actives 0.43% (n = 310,000) | AID 504441; in the data active means inhibition above about 50%;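 further: plate controls were vehicle with enzyme for no effect and no enzyme for full effect; many of its hits are not listed in these tables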
KCNK3 block = human KCNK3 channel inhibition, primary screen; AID 602410; actives 0.84% (n = 340,000); CHO-KCNK3 thallium flux, FluxOR fluorescence; active compounds read low; B-score at 10 µM; O14649;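 active means B-score under library mean minus 4 SD, starting fluorescence ratio at most library mean plus 5 SD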;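 further: more negative B-score means stronger inhibition of thallium flux through KCNK3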
PolyA inhibitor = yeast polyadenylation inhibition; actives 0.02% (n = 300,000); S. cerevisiae SKY197-pL101 polyadenylation reporter, beta-gal luminescence; efflux-impaired pdr1/pdr3 knockout yeast; score 100 = 6 SD above DMSO; calls only at 12 µM;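 active means lowest replicate activity score at least 50, where 100 means six control SD above control mean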;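 further: yeast exposed to compound for 9 h at 30 °C; higher score means more reporter readthrough which indicates perturbed polyadenylation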
RGS4 pot = potentiators or activators of RGS4 | HEK293 M3R/inducible RGS4, carbachol calcium flux Fluo4; active compounds read low | B-score at 10 µM | actives 0.92% (n = 310,000);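 active means B-score of the integrated calcium signal more than 4 SD below the library mean, with starting fluorescence not abnormally high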;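 further: negative B-score means reduced calcium response which marks RGS4 activation or potentiation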
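Assay system: HEK293 FlpIn-TREx cells, stable M3R, doxycycline-inducible RGS4 / Probe or stimulus: carbachol, ECmax concentration / Times: overnight RGS4 induction, 30 min dye load 37 °C, 20 min compound RT / Signal: kinetic calcium fluorescence imaging with Fluo4-AM dye, 2 µM / Measure: Agonist-evoked peak-minus-minimum fluorescence over baseline, integrated ratio, B score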
hERG protect = compounds protecting human hERG from proarrhythmic drug block. AID 1511. CHO-hERG, FluxOR thallium flux, dofetilide IC70 present. actives 0.51% (n = 310,000). activation (rescue from dofetilide block), less the hit threshold, % at 10 µM;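 active means activation above the mean of controls blocked by dofetilide plus 5 SD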;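 further: thallium influx through hERG after potassium depolarization seen as dye fluorescence rise; in these data hits start at about 4.7%; inactives centre near -7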
RGS4 inh = inhibitors of human RGS4; HEK293 M3R/RGS4 inducible, Fluo-4 calcium flux; active compounds read high; triggered by carbachol at its EC20; B-score at 10 µM; actives 0.45% (n = 310,000);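 active means B-score, a plate-corrected calcium signal, over three deviations above library mean, with baseline fluorescence within five deviations of library mean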;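 further: RGS4 expression induced by doxycycline in cells with stable M3 receptor; B-score is computed from the integrated fluorescence ratio over baseline after carbachol; higher B-score means a larger calcium signal and so more RGS4 inhibition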
Target sequence (P49798 whole entry, looked up): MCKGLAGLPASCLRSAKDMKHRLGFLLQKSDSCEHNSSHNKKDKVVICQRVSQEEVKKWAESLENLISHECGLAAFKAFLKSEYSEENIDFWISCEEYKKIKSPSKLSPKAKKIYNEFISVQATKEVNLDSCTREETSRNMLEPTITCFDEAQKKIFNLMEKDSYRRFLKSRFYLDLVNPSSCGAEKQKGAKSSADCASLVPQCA
The depositor's hits bear a star; i = inactive; . = not tested or not shown. Not all compounds are listed; rates above refer to the full screens.

Results follow in this order: KCNK3 block	hERG protect	KCNK9 block	RGS4 pot	RGS4 inh	PolyA inhibitor	GSK3beta inhib	DYRK1A inh	KCNQ1 act	KCNQ1 block	GSK3A inh
Cc1c(OC(C)C(=O)NCCCN2CCCC2=O)ccc2c3c(c(=O)oc12)CCCC3 (stereo not drawn)
 : i	-5	i	i	i	i	1	-5	i	i	-1
O=C(CCNC(=O)C1CCN(S(=O)(=O)c2ccccc2)CC1)NCc1ccccn1
 : i	-6	i	i	i	i	-22	-5	i	i	-6
O=C(CNc1cccc(C(F)(F)F)c1)N/N=C/c1cccc(Br)c1
 : i	-5	i	i	i	i	5	-3	i	i	0
Cc1ccccc1NC(=O)c1ccccc1
 : i	-4	i	i	i	i	-1	-5	i	i	-8
Cc1cc(C)cc(N(C(=O)c2csnn2)C(C(=O)NC(C)(C)C)c2cccs2)c1 (stereo not drawn)
 : i	4	i	i	i	i	-1	.	i	i	-2
COc1ccc(OC)c(C2=NO[C@@](CC(=O)O)(C(=O)Nc3ccc4c(c3)OCCO4)C2)c1
 : i	-4	i	i	i	i	1	0	i	i	-3
CCc1c(C)nc2ncnn2c1N1CCCC(C(=O)NCCc2ccccc2)C1 (stereo not drawn)
 : i	-9	i	i	i	i	1	0	i	i	-1
Cc1ccc(NCC(=O)c2ccc([N+](=O)[O-])cc2)cc1
 : i	-18	i	i	i	i	2	.	i	i	0
Nc1cc(C(=O)c2ccccc2)ccc1N1CCOCC1
 : i	-7	i	i	i	i	1	-1	i	i	-1
COc1cccc2sc(NN)nc12
 : i	-15	i	i	i	i	5	8	i	i	-6
C/C(=N\OC(=O)c1ccc(F)cc1)c1nccs1
 : i	-4	i	i	i	i	2	7	i	i	5
COc1cc(NC(C(=O)Nc2cccc(C(C)=O)c2)c2ccccc2)cc(OC)c1OC (stereo not drawn)
 : i	-11	i	i	i	i	1	-1	i	i	-2
CC1CC(=O)Nc2ccccc2N1S(=O)(=O)c1ccc(Cl)cc1 (stereo not drawn)
 : i	-7	i	i	i	i	-2	-5	i	i	-5
Nc1nnc(SCCCOc2ccc(F)cc2)s1
 : i	-4	i	i	i	i	2	-2	i	i	3
COc1cccc(C2=CC(c3cc(OC)ccc3OC)n3nnnc3N2)c1 (stereo not drawn)
 : i	-5	i	i	i	i	0	2	i	i	-1
Cc1nn(CC(=O)OCC(=O)NC(C)c2ccccc2)c(C)c1[N+](=O)[O-] (stereo not drawn)
 : i	-4	i	i	i	i	-1	9	i	i	-3
COc1cc(/C=N/NC(=O)CCn2nnc3ccccc32)ccc1O
 : i	-12	i	i	i	i	1	1	i	i	1
O=C(NC(=S)Nn1cnc2c(cnn2-c2ccccc2)c1=O)c1ccccc1
 : i	-9	i	i	i	i	3	-1	i	i	0
CSc1nc2sc3c(c2c2nnnn12)CCCC3
 : i	-13	i	i	i	i	3	6	i	i	4
Cn1c(SCC(=O)Nc2ccc(Cl)cc2)nc(O)cc1=O
 : i	-6	i	i	i	i	0	.	i	i	2
O=C(C1=C[C@@H](c2ccc(Br)cc2)C[C@@H](OCCCCO)O1)N1CCN(Cc2ccccc2)CC1
 : i	-7	i	i	i	i	5	0	i	i	-2
COc1ccccc1-c1nnc(SCCN2CCOCC2)n1-c1ccc(C)cc1
 : i	4	i	i	i	i	3	2	i	i	-1
CCOC(=O)NC(=O)CN1C(=O)NC2(CCc3ccccc32)C1=O (stereo not drawn)
 : i	-10	i	i	i	i	-1	-3	i	i	-3
CN(C)C(=O)CSc1nnc(CCNC(=O)OC(C)(C)C)o1
 : i	-15	i	i	i	i	-1	0	i	i	0
CCOc1ccc(S(=O)(=O)N(CC)CC(=O)N2CCCC2)cc1
 : i	-5	i	i	i	i	-3	-3	i	i	-2
CN1CCN(c2oc(-c3ccccc3)nc2S(=O)(=O)c2ccc(Br)cc2)CC1
 : i	-14	i	i	i	i	2	0	i	i	1
O=C(CNS(=O)(=O)/C=C/c1ccccc1)OC1CCOC1=O (stereo not drawn)
 : i	-10	i	i	i	i	-1	-3	i	i	-2
CC1CC(C)CN(C(=O)c2ccc(NC(=O)c3ccc(=O)[nH]c3)cc2)C1 (stereo not drawn)
 : i	-11	i	i	i	i	1	6	i	i	0
CCN1CCN(c2cc(C)c3cc(NC(=O)Cc4ccccc4OC)ccc3n2)CC1
 : i	-11	i	i	i	i	-2	4	i	i	1
Nn1cc(-c2ccccc2)nc1SCC(=O)NCCc1ccccc1
 : i	-4	i	i	i	i	3	-12	i	i	1
Cc1csc(SCC(=O)NC(C)c2ccc(F)cc2)n1 (stereo not drawn)
 : i	-6	i	i	i	i	-5	-1	i	i	-2
CCOC(=O)N1CCN(C(=O)C2CCN(S(=O)(=O)c3ccc(OC)cc3)CC2)CC1
 : i	-12	i	i	i	i	1	3	i	i	2
Fc1ccc2c(c1)C1C=CCC1C(c1cc3c(cc1Br)OCO3)N2 (stereo not drawn)
 : i	-10	-13*	i	i	i	3	-3	i	i	2
C=CCn1c(C(C)(C)C)nc2ccccc21
 : i	-21	i	i	i	i	-1	-1	i	i	-3
Cn1c(=O)c2c(nc(Sc3ccccc3N)n2C)n(C)c1=O
 : i	-2	i	i	i	i	2	14	i	i	-2
CC1=NN(C2=NS(=O)(=O)c3ccccc32)C(C)(O)C1 (stereo not drawn)
 : i	-11	i	i	i	i	0	4	i	i	-2
CCOC(=O)c1sc(=NC(=O)c2ccccc2)n(C)c1C
 : i	1	i	i	i	i	1	-7	i	i	0
CC(C)CCn1nnnc1C(c1ccc(F)cc1)N1CCN(C(=O)c2ccco2)CC1 (stereo not drawn)
 : i	-5	i	i	i	i	-3	0	i	i	0
CC(CCc1ccccc1)NC(=O)CSc1ccccc1 (stereo not drawn)
 : i	-5	i	i	i	i	2	-3	i	i	-1
COc1ccc(NC(=O)c2oc3cc(C)c(C)cc3c2C)c(OC)c1
 : i	0	i	i	i	i	-4	3	i	i	2
Cc1noc(C)c1COC(=O)c1cccnc1SCC(=O)Nc1ccc2c(c1)OCO2
 : i	-12	i	i	i	i	1	-3	i	i	-6
Cc1cccc(NC(=O)C2CCN(S(=O)(=O)c3cccc4nsnc34)CC2)c1
 : i	-10	i	i	i	i	-2	3	i	i	-1
O=C(O)C(F)(F)S(=O)(=O)O
 : i	-6	i	i	i	i	-2	3	i	i	-2
O=C(NC1CCSc2ccccc21)c1ccc(C(F)(F)F)cc1 (stereo not drawn)
 : i	-8	i	i	i	i	0	-7	i	i	0
CCN(C(=O)c1ccc(S(=O)(=O)N(C)C)cc1)C(C)C(=O)Nc1ccc(C)cc1 (stereo not drawn)
 : i	-5	i	i	i	i	-4	-3	i	i	-4
Cc1ccnc(NC(=O)C(C)n2cc([N+](=O)[O-])cn2)c1 (stereo not drawn)
 : i	-5	i	i	i	i	-74*	.	i	i	25
Cc1cc(=O)n2nc(N3CCC(C(=O)NCc4ccccc4F)CC3)sc2n1
 : i	-6	i	i	i	i	2	1	i	i	-6
COc1ccc(N=NC2=C(O)CC(C)(C)CC2=O)c(OC)c1
 : i	-7	i	i	i	i	7	0	i	i	-1
Cc1cc(C)c2ccc3c(C)c(C)n(C)c3c2n1
 : i	-10	i	i	i	i	-1	2	i	i	0
Cc1c(O)ccc2c(-c3ccccc3)cc(=O)oc12
 : i	-4	i	i	i	i	-4	3	i	i	27
CCN(CC1CCCN(CCc2cccc(OC)c2)C1)C(=O)c1ccoc1C (stereo not drawn)
 : i	-3	i	i	i	i	-1	2	i	i	-1
Cc1oc2cc([N+](=O)[O-])c(O)c([N+](=O)[O-])c2c1C(=O)c1ccc(Cl)cc1
 : i	-10	i	i	i	i	-4	10	i	6*	-4
COC(CN(C)C(=O)C1CCC(CNS(=O)(=O)c2ccccc2)CC1)OC (stereo not drawn)
 : i	-4	i	i	i	i	-1	.	i	i	-1
COc1ccc(Nc2cc(Nc3ccc(OC)cc3)ncn2)cc1
 : i	-3	i	i	i	i	2	-3	i	i	0
COC(=O)[C@@]12CCCN1[C@H](c1ccc(-c3cccc(Cl)c3)c(OC)c1)[C@H]1C(=O)N(C)C(=O)[C@H]12
 : i	-6	i	i	i	i	4	0	i	i	-1
CCCN1CCN(CC(=O)Nc2nnc(CC)s2)CC1
 : i	-8	i	i	i	i	4	-3	i	i	-4
COc1ccc(-n2c(=O)c3ccccc3n(CC(=O)NC3CCCC3)c2=O)cc1
 : i	-6	i	i	i	i	-3	-2	i	i	0
Cc1cc(=O)[nH]c(SCC(=O)Nc2ccc(F)c([N+](=O)[O-])c2)n1
 : i	-10	i	i	i	i	-4	.	i	i	-2
Cc1ccccc1NC(=O)c1c(F)c(F)c(F)c(F)c1F
 : i	-2	i	i	i	i	3	5	i	i	0
CC(C)(CCO)NC(=S)NC1CC2C=CC1C2 (stereo not drawn)
 : i	-7	i	i	i	i	-15	-7	i	i	0

Further records
Results follow in this order: KCNK3 block	hERG protect	KCNK9 block	RGS4 pot	RGS4 inh	PolyA inhibitor	GSK3beta inhib	DYRK1A inh	KCNQ1 act	KCNQ1 block	GSK3A inh
COCCNC(=O)/C(C#N)=C/c1c(N2CCN(c3ccc(OC)cc3)CC2)nc2c(C)cccn2c1=O
 : i	-8	i	i	i	i	0	4	i	i	-3
Nc1ccccc1Nc1ccccc1
 : i	-11	i	i	i	.	0	-7	i	i	0
CCCC(C(=O)NC1CCCC1)N(C(=O)c1snc(C(N)=O)c1N)c1ccc(OCC)cc1 (stereo not drawn)
 : i	-7	i	i	i	i	1	-7	i	i	0
CCCCNC(=O)CSc1nc(COc2ccccc2)nc2ccccc12
 : i	-7	i	i	i	i	-1	-3	i	i	0
O=C(CN1CCN(Cc2ccccc2)CC1)N/N=C/c1ccccc1F
 : i	-8	i	i	i	i	2	1	i	i	0

Source: PubChem BioAssay
